Source: PubChem BioAssay (National Center for Advancing Translational Sciences (NCATS))
FUS yeast rescue = rescues growth of FUS-expressing yeast; S. cerevisiae FUS-expressing, growth rescue, OD600, 24 h; Potency, µM (series often up to 76.6 µM), for inactives: at the top dose growth rescue (activation), hits mostly activators; 390,000 tested, 0.24% active;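 further: potency means the concentration at half of the fitted maximal effect; plate controls were DMSO vehicle for no effect and reference control for full effect; nearly all actives have a fitted effect of over 55% in size; some results filed as inactive show a strong effect at the top dose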
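Yeast expressing FUS under galactose induction, OD 0.005 in 2% galactose medium; compounds in a dilution series, 24 h at 30C. Growth rescue by absorbance at 600 nm; CP55940 positive control, DMSO negative.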
MmCpn inh = blocks the Methanococcus maripaludis chaperonin Mm-Cpn; 330,000 tested, 0.031% active; purified Mm-Cpn ATPase, ADP Transcreener TR-FRET; AID 504842; Potency, µM (doses to about 76.9 µM), for inactives: at the top dose activity, negative = inhibition, hits mostly inhibitors; further: potency means the concentration at half of the fitted maximal effect; on the % scale 0 is the no-effect control and ±100 the full control effect; nearly all actives have a fitted effect of over 80% in size
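ATPase read-out: TR-FRET ADP immunoassay (anti-ADP Eu cryptate vs ADP-d2), ex 320 nm, em 590/665 nm; signal drops as ADP forms. Enzyme 25 nM, ATP 10 uM, 30 min at 37°C after 10 min compound preincubation.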
HEK293 tox = cytotoxicity counter-screen for GLP-1 receptor inverse agonists. 410,000 tested, 0.13% active. HEK293 cAMP-luciferase reporter cells, luminescence, 24 h. AID 624418. Potency, µM (highest dose often 38.3 µM), for inactives: at the highest dose activity change, negative = inhibition, usual class: inhibitors;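 further: loss of luciferase light is scored as toxicity; potency means the concentration at half of the fitted maximal effect; on the % scale 0 is the no-effect control and ±100 the full control effect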
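Luminescence readout: signal drop marks cytotoxicity. Plated cells grew 12 h at 37 °C, 5% CO2, received 23 nL compound for 24 h, then got luciferase reagent, read after 12 min at RT.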
pAkt inh = inhibitors of Akt phosphorylation; Neuro2A IGF-stimulated pAkt S473 HTRF, 20 min; hits give low values; activity change, % for hits at 50 µM; 360,000 tested, 0.32% active; in the data active means activity change below about -80%; inconclusive means mostly about -51% to -80%; further: on the % scale 0 is the no-effect control and ±100 the full control effect
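Neuro2A cells (4,500/well, DMEM with 0.5% FBS) were treated with compound at a single 50 µM final concentration, stimulated with 6 nM IGF for 20 min at 37 °C, and lysed. Phospho-Akt Ser473 was read by HTRF as 665/615 ratio ×10^4.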
aSyn rescue = alpha-synuclein toxicity inhibition in yeast | Potency, µM (doses to about 46.1 µM), for inactives: at the top dose growth rescue (activation), most hits filed as activators | AID 652106 | Yeast expressing alpha-synuclein, growth rescue, BacTiter-Glo, 24 h | 370,000 tested, 0.14% active; further: potency means the concentration at half of the fitted maximal effect; % of control where 0% means no effect; nearly all actives have a fitted effect of over 65% in size
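Readout is rescue of growth in alpha-synuclein-expressing yeast, so inhibitors of toxicity appear as activators. Growth after 24 hr at 30 deg C in galactose medium is quantified by luminescence.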
Abeta rescue = A-beta toxicity reversal in yeast | Potency, µM (doses to about 46.1 µM), for the others: top-dose growth rescue, usual class: activators | yeast expressing A-beta42, growth rescue, OD600, 48 h; response scale: 0% DMSO, 100% iron-clioquinol control | 410,000 tested, 0.063% active | AID 1347071; further: potency means the concentration at half of the fitted maximal effect; nearly all actives have a fitted effect of over 55% in size
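Yeast A-beta toxicity model in growth medium with pinned compounds, 48 h at 30 C; growth read as absorbance at 600 nm. Normalized to FeCl3/clioquinol equimolar mix (positive) and DMSO (negative).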
PTHR1 ag = PTHR1 (human) receptor agonism. HEK293 GP2 PTHR1 cells, GloSensor cAMP luminescence, 1 h. 410,000 tested, 0.075% active. Potency, µM (titrated, usually from 115 µM), for the others: at the highest dose activation, most hits filed as activators; further: potency means the concentration at half of the fitted maximal effect; nearly all actives have a fitted effect of over 55% in size; some results filed as inactive show a strong effect at the top dose; inactives centre near -15; many of its hits are not listed in these tables
Target sequence (Q03431 whole entry, looked up): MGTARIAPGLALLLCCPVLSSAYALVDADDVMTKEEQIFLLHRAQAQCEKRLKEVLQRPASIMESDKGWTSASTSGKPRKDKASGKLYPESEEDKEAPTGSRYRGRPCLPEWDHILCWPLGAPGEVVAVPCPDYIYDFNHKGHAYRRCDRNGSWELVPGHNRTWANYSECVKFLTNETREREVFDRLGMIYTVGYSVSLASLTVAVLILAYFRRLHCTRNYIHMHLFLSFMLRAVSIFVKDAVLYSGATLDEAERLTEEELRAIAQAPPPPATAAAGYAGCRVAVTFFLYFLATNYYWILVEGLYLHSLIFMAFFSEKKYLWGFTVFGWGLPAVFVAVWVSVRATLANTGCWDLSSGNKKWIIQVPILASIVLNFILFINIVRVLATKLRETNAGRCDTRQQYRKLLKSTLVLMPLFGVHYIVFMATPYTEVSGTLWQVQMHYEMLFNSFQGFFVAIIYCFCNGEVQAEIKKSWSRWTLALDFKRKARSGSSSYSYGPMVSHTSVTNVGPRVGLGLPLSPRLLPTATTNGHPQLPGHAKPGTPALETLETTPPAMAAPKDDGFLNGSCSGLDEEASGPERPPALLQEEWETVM
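HEK-293-derived GP2 cells expressing PTHR1 and a GloSensor cAMP reporter, 3,000/well, plated overnight, given luciferin plus IBMX (each 0.5 mM as added) for 1 h at 37 °C, then compound for 1 h at 37 °C. Luminescence was read after 15 min at room temperature.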
GLP-1R inv ag = GLP-1 receptor (human) inverse agonism; AID 624417; 410,000 tested, 1.6% active; Potency, µM (series often up to 38.3 µM), without a hit: top-dose activity change, negative = inhibition, actives largely listed as inhibitors; HEK293 GLP-1R CRE-luciferase, luminescence, 24 h; GLP-1R form is constitutively active; further: potency means the concentration at half of the fitted maximal effect; on the % scale 0 is the no-effect control and ±100 the full control effect; nearly all actives have a fitted effect of over 55% in size
Target sequence (P43220 whole entry, looked up): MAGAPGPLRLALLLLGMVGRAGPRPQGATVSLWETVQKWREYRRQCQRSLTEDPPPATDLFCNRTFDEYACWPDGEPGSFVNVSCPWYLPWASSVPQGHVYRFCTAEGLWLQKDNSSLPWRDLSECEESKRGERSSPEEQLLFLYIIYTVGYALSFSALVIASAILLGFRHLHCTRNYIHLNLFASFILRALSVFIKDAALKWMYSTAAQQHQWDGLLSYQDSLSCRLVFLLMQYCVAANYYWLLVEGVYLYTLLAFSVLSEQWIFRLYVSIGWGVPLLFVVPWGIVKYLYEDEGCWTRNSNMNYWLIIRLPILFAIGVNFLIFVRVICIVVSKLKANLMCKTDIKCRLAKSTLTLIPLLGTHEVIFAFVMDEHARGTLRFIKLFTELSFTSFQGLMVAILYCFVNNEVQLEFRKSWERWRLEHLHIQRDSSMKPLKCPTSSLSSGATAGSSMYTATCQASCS
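Inverse agonism was detected as reduced cAMP-driven luciferase luminescence after 24 h compound treatment. The cells were HEK293 clones expressing constitutively active human GLP-1R with the reporter. Reporter-only and GPR119 cell lines served as counterscreen controls.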
TDP-43 yeast inh = rescues yeast growth from TDP-43 toxicity; 410,000 tested, 1.8% active; Potency, µM (series often up to 46.1 µM), for the others: at the highest dose growth rescue (activation), most hits filed as activators; AID 652104; TDP-43 expressing yeast growth rescue, BacTiter-Glo, 24 h; further: potency means the concentration at half of the fitted maximal effect; % of control where 0% means no effect; nearly all actives have a fitted effect of over 50% in size
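Cell-based yeast growth screen: TDP-43 expression induced in galactose, inoculum OD600=0.02 after raffinose pregrowth to mid-log. Read-out BacTiter-Glo luminescence at 24 hr, 30 deg C; inhibition of toxicity seen as signal increase.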
Starred values were filed as active, the others as inactive; i = inactive; ? = inconclusive; · = no result given; & = joins results of further samples; [ ] = remark or other dose. Unless noted, the call rests on the fitted dose curve; in most records, active means well fitted curve in the direction sought with a large enough effect; inconclusive means small, poorly fitted or top-dose-only effect, or another doubt; inactive means no such curve, though single readings can be large; an effect the other way counts as inactive or inconclusive. This is a subset, so the mix of outcomes need not match the whole.

SMILES	FUS yeast rescue	MmCpn inh	HEK293 tox	pAkt inh	aSyn rescue	Abeta rescue	PTHR1 ag	GLP-1R inv ag	TDP-43 yeast inh
Cc1ccc(C(C)C)c(OCCn2ccnc2C)c1	-7%	-1%	?	i	5%	6%	-2%	?	6%
Cc1cc(N)n(-c2ccc(S(=O)(=O)N3CCOCC3)cc2[N+](=O)[O-])n1	-4%	0%	13%	i	3%	3%	i	7%	-7%
CN(CC(=O)NCC(=O)Nc1ccc(F)cc1)C1CCS(=O)(=O)C1 (configuration not stated)	0%	-9%	-27%	i	6%	-12%	i	28%	10%
CCn1c2ccccc2c2cc(/C=N/NC(=O)c3cc(O)cc(O)c3)ccc21	15%	-26%	0%	i	4%	-17%	-20%	?	2%
O=C(Nc1ccccc1Cl)C1CCN(Cc2cnn(-c3ccccc3)c2-n2cccc2)CC1	20%	-1%	-22%	i	20%	11%	-8%	?	-1%
Cc1ccccc1NC(=O)CSc1cn(CC(=O)N2CCCCCC2)c2ccccc12	13%	·	-4%	·	·	-18%	-21%	-1%	8%
CC(C)Nc1nc(NC(C)C)nc(C(=O)OCCO)n1	-21%	0%	0%	i	0%	13%	30%	-11%	16%
Clc1ccc(Nc2ncn[nH]2)c(Cl)c1	2%	-5%	0%[7.66 µM]	i	-9%	-10%	i	-4%[7.66 µM]	17%[9.22 µM]
CN(C)/C=C1\Cc2ccccc2C1=O	15%	-1%	9%	i	8%	-5%	i	-15%	13%
COC(=O)CSc1nnc(NC(=O)/C=C\c2ccc3c(c2)OCO3)s1	-17%	-2%	18%	i	5%	3%	-25%	20%	9%
Cc1cc(C)c2c(=O)[nH][nH]c2n1	·	·	1%	i	-3%	13%	-14%	16%	-17%
CCOC(=O)C(C)Sc1cnccn1 (configuration not stated)	-32%	0%	7%	i	0%	-11%	-18%	12%	7%
O=C(Nc1ccc(Cl)cc1)C1CCN(C(=O)c2ccco2)CC1	13%	0%	-7%	i	2%	8%	i	-26%	3%
CCCOC(=O)c1ccc(Nc2nc(C)cc(=O)[nH]2)cc1	33%	0%	8%	i	1%	-5%	-16%[57.5 µM]	?	-4%
CCCCN1C(=O)C(CC(=O)NCc2cccc3ccccc23)CC(C(=O)N(C(C)C)C(C)C)=C1C (configuration not stated)	33%	·	4%	i	-8%	3%	i	?	17%
Cc1[nH]c(=O)[nH]c(=O)c1NC(=O)c1cccs1	-2%	2%	-8%	i	0%	5%	i	0%	-7%
O=C(Nc1sc2c(c1C(=O)NC1CCCCC1)CCC2)c1ccco1	13%	·	7%	i	-2%	1%	-35%[inhibitor][57.5 µM]	0%	-16%
CCN(CC(=O)Nc1ccc(OC)cc1)C(=O)CN1C(=O)NC(C)(c2ccc3ccccc3c2)C1=O (configuration not stated)	30%	2%	?	i	-3%	12%	0%	?	12%
Cc1ccc(S(=O)(=O)NCCCCCC(=O)N(C)C)cc1	12%	1%	-11%	i	0%	-3%	i	-3%	24%
CCOc1ccc(CCNc2cc(C)nc3ncnn23)cc1OCC	-17%	0%	-3%	i	-2%	-8%	i	0%	1%
CC(=O)C1C(c2cccc(Oc3ccccc3)c2)NC(=O)NC1(O)C(F)(F)F (configuration not stated)	16%	0%	9%	i	-3%	16%	i	?	9%
CN(CC(=O)Nc1cccc2c1CCCC2)S(=O)(=O)c1ccc(Cl)cc1	32%	2%	5%	i	-2%	-10%	-21%[57.5 µM]	1%	-11%
O=C(Cn1nnc2ccccc21)c1ccccc1	·	2%	-7%	i	6%	9%	-16%	13%	0%
CCOc1ccc(-n2c(C)nc3cc(C(=O)NCC4CCCO4)ccc32)cc1 (configuration not stated)	-2%	2%	-2%	i	-1%	-1%	-24%	1%	-5%
C/C(=N\N=C(N)N)c1ccc(Cl)c(Cl)c1	12%	1%	?	i	1%	-20%	-3%	8.9µM*	-1%
COc1ccc([N+](=O)[O-])cc1NC(=S)NC(NC(=O)Cc1ccc(OC)c(OC)c1)C(Cl)(Cl)Cl (configuration not stated)	?	1%	?	i	-1%	1%	?	4.5µM*	?
CCOC(=O)c1cccc(NC(=O)c2cc3c(=O)n(Cc4cccnc4)ccc3nc2C)c1	9%	·	-2%	·	·	-2%	-51%[inhibitor]	10%	2%
Cc1cccc(C)c1NC(=O)C1CCCN1S(=O)(=O)c1ccccc1 (configuration not stated)	-1%&10%	-1%	-4%&20%	i	0%	0%&8%	-7%	-4%&6%	0%&25%
CCC(c1nnnn1-c1c(C)cccc1C)N1CCN(c2ccc(C(F)(F)F)cc2[N+](=O)[O-])CC1 (configuration not stated)	?	·	1%	i	12%	-15%	?	?	-3%
Cc1cccc(NC(=O)CSc2nnc(C3CC3)n2CC2CCCO2)c1 (configuration not stated)	7%	-1%	4%	i	3%	4%	-3%	2%	-21%
COc1ccc(CCN2CC(C(=O)OC(C)C(=O)Nc3ccc(NC(C)=O)cc3)CC2=O)cc1OC (configuration not stated)	·	·	12%	i	1%	-18%	i	22%	-5%
O=C(CCc1ccccc1)NCc1ccc(F)cc1	-15%	-1%	2%	i	0%	13%	i	12%	-18%[1.82 µM]
CC(=O)Nc1ccc(NC(=O)Cn2nc([N+](=O)[O-])c(Br)c2C)cc1	-1%	1%	-25%	i	-2%	2%	-15%	19%	19%
CC1=C(C(=O)OCc2ccc3c(c2)OCO3)C(c2ccc(O)c([N+](=O)[O-])c2)NC(=O)N1 (configuration not stated)	6%	1%	-4%	i	3%	2%	-16%	?	6%
CN(C)C1(CNC(=S)Nc2ccccc2C(F)(F)F)CCCCC1	-34%	4%	-7%	i	-2%	-16%	i	-16%	12%
CCOc1ccc(C(=O)NCCO)cc1	-16%	1%	2%	i	1%	-14%	i	9%	-2%
COc1cccc(-c2nn(-c3ccccc3)cc2CO)c1	5%	·	-17%	i	1%	24%	-15%[57.5 µM]	?	?
CCN(CC(=O)NC1CCS(=O)(=O)C1)S(=O)(=O)c1ccccc1 (configuration not stated)	·	0%	5%	i	2%	-5%	i	19%	33%
CCN1C(=O)C2(c3ccccc31)c1c(oc3ccc(F)cc3c1=O)C(=O)N2CCCOC (configuration not stated)	23%	·	-2%	·	·	-7%	-21%	8%	11%
CC(=O)c1c(C)[nH]c(C(=O)OCC(=O)N(C)c2c(N)n(Cc3ccccc3)c(=O)[nH]c2=O)c1C	11%	4%	-5%	i	-2%	-6%	i	11%	-14%
CC(C)n1nnnc1SCC(=O)Nc1ccccc1F	-14%	-1%	9%	i	1%	-6%	-1%	12%	1%
O=C(CSc1nc(=O)n(CCCN2CCOCC2)c2c1CCC2)Nc1ccc(F)cc1F	3%	1%	1%	i	-6%	15%	-21%	5%	21%
COc1ccccc1OCC(=O)NCCS(=O)(=O)N1CCN(c2ccccc2OC)CC1	24%	·	7%	·	·	2%	-22%	-3%	20%
O=[N+]([O-])c1ccccc1S(=O)(=O)N1CCN(C2CCCC2)CC1	·	-2%	6%	i	-2%	7%	-31%[inhibitor]	-10%	16%
O=C(Nc1cccc(OC(=O)c2cccnc2)c1)c1cccnc1	-7%	0%	0%	i	2%	-8%	i	6%	-22%

The last 2 compounds of the section above come first, to join the parts.
SMILES	FUS yeast rescue	MmCpn inh	HEK293 tox	pAkt inh	aSyn rescue	Abeta rescue	PTHR1 ag	GLP-1R inv ag	TDP-43 yeast inh
O=[N+]([O-])c1ccccc1S(=O)(=O)N1CCN(C2CCCC2)CC1	·	-2%	6%	i	-2%	7%	-31%[inhibitor]	-10%	16%
O=C(Nc1cccc(OC(=O)c2cccnc2)c1)c1cccnc1	-7%	0%	0%	i	2%	-8%	i	6%	-22%
C[C@H](CO)N1C[C@H](C)[C@H](CN(C)S(=O)(=O)c2ccc(F)cc2)OCc2cnnn2CCCC1=O	-8%	·	-23%	i	2%	-3%	-17%	4%	9%
CCn1cc(C(=O)O)c(=O)c2cc(F)c(N3CCN(C(=S)NC(=O)c4cccc(F)c4)CC3)cc21	17%	2%	2%	i	0%	2%	-3%	31%[activator]	15%
N#C/C(=C\c1ccc(Cl)cc1)C(=O)Nc1cccnc1	21%	0%	2%	i	-11%	13µM*	-32%[inhibitor]	11%	0%[1.82 µM]
O=C(Nc1cccnc1)Nc1ccc(Cl)cc1Cl	-9%	0%	-9%	i	-1%	-20%	-28%	?	8%
CC(C)(C)n1nc2c(c1NC(=O)c1ccc(Cl)c([N+](=O)[O-])c1)CS(=O)(=O)C2	5%	-1%	-22%	i	0%	21%	-80%[inhibitor]	?	2%
Cc1ccc(C)c(/C(O)=C2\C(=O)C(=O)N(CCCn3ccnc3)C2c2cccnc2)c1 (configuration not stated)	23%	0%	-2%	i	-2%	-18%	?	7%	-13%
CCOc1ccc(-n2c(=O)c3sccc3n(CC(=O)NC3CCCCC3)c2=O)cc1	7%	-20%	5%	i	1%	-16%	-8%	-8%	-9%
CNC[C@H]1Oc2ccc(NC(=O)C3CCCCC3)cc2CC(=O)N([C@H](C)CO)C[C@@H]1C	-10%	0%	-20%	i	-6%	7%	-7%	12%	11%
CCCNC(=O)c1cc(C2CCCCN2S(=O)(=O)Cc2cccc(C(F)(F)F)c2)on1 (configuration not stated)	23%	·	-7%	i	3%	20%	-21%	-29%	?
Cc1cc(=O)[nH]c(CN2CCOCC2)n1	9%	1%	5%	i	0%	-15%	0%	4%	-21%
